# Source: PubChem (several laboratories)
# Spn PMK inh: inhibitors of Streptococcus pneumoniae phosphomevalonate kinase. purified PMK, PK/LDH-coupled NADH absorbance 340 nm. inhibition, % at 10 µM. 65,000 tested, 0.49% active. AID 539;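 active = top-ranked compounds by inhibition in the single 10 µM screen, taking a fixed number of the strongest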;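 note: 0% = full reaction with DMSO carrier and 100% = background rate without enzyme reaction; no value below 0 was filed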
# Alkaline phosphatase: human TNAP enzyme inhibitors, biochemical, luminescent (AID 518); purified TNAP enzyme, luminescent substrate readout; higher % means a stronger effect; inhibition, % at 20 µM, or IC50 in µM where a hit was titrated; 64,000 tested, 0.09% active; in the data active = a potency from the dose series; inactive = the rest, 99 in 100 with inhibition below about 22%;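 note: plate controls were vehicle for no effect and reference inhibitor for full effect; many of its hits are not listed in these tables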
# HPDE-C7 cytotoxicity: cytotoxicity in HPDE-C7 cells, cell-based, fluorescence, HTS (AID 430). HPDE-C7 pancreatic duct cells viability, fluorescence; higher % means a stronger effect. cytotoxicity, % at 10 µM, or EC50 in µM where a hit was titrated. 63,000 tested, 1.8% active;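 note: cells exposed to compound for 48 hours before viability readout; 0% = vehicle and 100% = reference cytotoxic drug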
# Bfl-1 inhibitors: displacement of Bid BH3 peptide from Bfl-1 – biochemical, fluorescence polarization, FITC-Bid, mouse, primary screen (AID 432). FITC-Bid BH3 peptide fluorescence polarization displacement; higher % means a stronger effect. displacement, % at 20 µM, or IC50 in µM where a hit was titrated. 64,000 tested, 0.02% active; in the data active = a potency from the dose series; inactive = the rest, 99 in 100 with displacement below about 15%; note: strong numbers were not always called active
# Spn MK inh: S. pneumoniae mevalonate kinase inhibition. purified MK, PK/LDH-coupled NADH absorbance 340 nm. 65,000 tested, 0.48% active. AID 555. inhibition, % at 10 µM;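 active = ranked among the strongest by inhibition in the single 10 µM screen, a fixed top-ranked set picked for dose follow-up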; note: no value below 0 was filed
# HT1080 cytotoxicity: cytotoxicity in HT1080 fibrosarcoma cells, cell-based, fluorescence readout (AID 620) | HT1080 viability, fluorescence; higher % means a stronger effect | cytotoxicity, % at 10 µM, or EC50 in µM where a hit was titrated | 87,000 tested, 0.42% active;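 note: cells exposed to compound overnight then 4 h with Alamar Blue; 0% = vehicle DMSO and 100% = killing control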
# LYP phosphatase: inhibition of human PTPN22 tyrosine phosphatase – biochemical, DiFMUP fluorescence, recombinant catalytic domain, 10 µM, primary screen (AID 606); 52,000 tested, under 10 active; one-dose inhibition, % at 10 µM; IC50 in µM for titrated hits; recombinant LYP catalytic domain, DiFMUP fluorescence; higher % means a stronger effect;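 active = IC50 under 40 µM in the dose-response test; inactive = IC50 of 40 µM or more, or never dose-tested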
# Spn DPM-DC inh: blocks S. pneumoniae diphosphomevalonate decarboxylase; purified DPM-DC, PK/LDH coupled NADH fluorescence; calls only at 10 µM; 65,000 tested, 0.49% active;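 active = the 320 compounds with the highest percent inhibition in the single-dose primary screen, excluding strongly autofluorescent ones, cut at about 32% in these data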;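 note: kinetic rate of NADH fluorescence loss reporting ADP formed by the decarboxylase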
# KRASV12 cytotoxicity: cytotoxicity in KRAS-transformed pancreatic duct cells, primary screen, cell-based, fluorescence, HTS (AID 431); HPDE-C7K KRASV12 cells, Alamar Blue viability, 48 h; higher % means a stronger effect; cytotoxicity, % at 10 µM, or EC50 in µM where a hit was titrated; 63,000 tested, 1.7% active;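 active = compounds whose percent cytotoxicity in the single-dose primary screen, scaled between solvent and toxic-drug controls, exceeds 50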;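 note: 0% = DMSO solvent wells and 100% = doxorubicin-treated wells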
# Spn PMK inh pilot replicates: further read-out of Spn PMK inh, marked with its call; inhibition, %; measured here: pilot screen replicates
# Spn MK inh pilot replicates: also measured in Spn MK inh; calls as there; inhibition, %; measured here: pilot screen replicates
# Spn DPM-DC inh pilot screen %: second read-out of Spn DPM-DC inh, no call of its own (marks repeat the call); inhibition, %; measured here: pilot screen trials
# * = called active by the depositor; i = inactive; x = no result given; + = active, no number. Cut-off read from the data, not from the text of the source, unless noted: active = cytotoxicity above about 50%; inactive = the rest.
SMILES,Spn PMK inh,Alkaline phosphatase,HPDE-C7 cytotoxicity,Bfl-1 inhibitors,Spn MK inh,HT1080 cytotoxicity,LYP phosphatase,Spn DPM-DC inh,KRASV12 cytotoxicity,others
CCn1nc(C(=O)OCC(=O)c2cc(C)n(Cc3cccs3)c2C)c2ccccc2c1=O,8,8%,-27%,10%,4,13%,4%,i,-11%,Spn PMK inh pilot replicates=4.5;Spn MK inh pilot replicates=0.0;Spn DPM-DC inh pilot screen %=0.0
CCOc1ccc(NC(=O)N(CCC(C)C)C(C)c2ccco2)cc1 (stereo not drawn),20,-4%,-5%,-2%,0,-1%,7%,i,1%,
COc1ccc(CNc2nc3nc(C)cc(C)n3n2)cc1OC,5,6%,2%,-4%,4,8%,x,i,-1%,Spn PMK inh pilot replicates=0.5;Spn MK inh pilot replicates=0.0;Spn DPM-DC inh pilot screen %=0.0
Cc1nc(CC(=O)N2CCN(c3cccc(C)c3C)CC2)cs1,13,4%,-7%,2%,7,-2%,6%,i,-15%,
COc1ccc2nc(C)cc(N3CC(C)OC(C)C3)c2c1 (stereo not drawn),5,8%,3%,2%,5,-5%,8%,i,10%,
C=CCN(CC=C)S(=O)(=O)c1ncn[nH]1,7,-4%,-6%,-2%,0,-1%,1%,i,1%,
CC1CCCCC1NC(=O)C1CCN(S(=O)(=O)N2CCOCC2)CC1 (stereo not drawn),18,10%,-12%,-5%,0,-5%,4%,i,-15%,
C=CCNC(=O)C1CCN(S(=O)(=O)c2ccccc2)CC1,14,6%,-8%,-4%,0,-7%,5%,i,0%,
O=C(COC(=O)COc1ccc(Nc2ccccc2)cc1)NCc1ccco1,12,9%,-9%,-6%,7,-7%,8%,i,7%,
CCOc1ccc(C2Oc3nc(SC)nnc3-c3ccccc3N2C(C)=O)cc1OC (stereo not drawn),12,12%,-4%,3%,9,-2%,1%,i,-1%,
O=S(=O)(c1cccc2nsnc12)N1CCCC1,20,11%,2%,-8%,0,0%,11%,i,-1%,
CC(=O)Nc1nc(-c2ccc(Cl)cc2)nc(C)c1C(C)=O,0,14%,-5%,0%,6,-6%,7%,i,-5%,Spn PMK inh pilot replicates=0.0;Spn MK inh pilot replicates=0.0;Spn DPM-DC inh pilot screen %=0.0
CCOC(=O)N1CCN(C(=O)c2ccc(C)c(S(=O)(=O)Nc3cccc(C)c3C)c2)CC1,7,7%,-1%,-3%,4,0%,11%,i,4%,
CCOC(=O)c1cnn(CCOC(=O)C(C)(C)C)c1NC(=O)C(C)(C)C,19,-5%,-22%,-2%,3,2%,15%,i,-24%,
Cc1cc(N2CCN(C(=O)c3ccco3)CC2)n2nc(-c3cccc(Cl)c3)cc2n1,2,16%,0%,-2%,8,8%,x,+,2%,
O=C1CC(N2CCOCC2)C(=O)N1Cc1ccc(N2CCCC2=O)cc1 (stereo not drawn),9,-3%,4%,-12%,9,-4%,18%,i,-1%,
CCOC(=O)N1CCN(C(=O)c2cc(C)c3c(C)nn(-c4ccccc4)c3n2)CC1,15,7%,-13%,-1%,6,3%,-48%,i,7%,
Cc1ccccc1NC(=O)CSc1[nH]c(=O)cc(C)c1C#N,3,-13%,-1%,3%,5,-12%,5%,i,9%,
CSCC[C@H](NC(=O)C1CCN(S(=O)(=O)c2ccc(C)cc2)CC1)C(=O)NCc1ccco1,6,4%,-32%,-1%,10,-9%,0%,i,-30%,
CCCS(=O)(=O)NCCc1cc2ccc(C)cc2[nH]c1=O,19,x,x,x,0,9%,7%,i,x,
CCCCSc1nsc(NC(C)=O)n1,11,6%,-4%,-5%,0,10%,18%,i,-9%,
CCn1cc(C(=O)N2CCCc3ccccc32)c2cc(OC)c(OC)cc2c1=O,0,-1%,-4%,-6%,7,-3%,8%,i,-6%,
Cc1nc(-c2ccc(C(=O)N3CCOCC3)cc2)cs1,11,16%,-14%,1%,11,7%,18%,i,-24%,
Fc1ccc2nc(-c3ccccc3)nc(SCc3nnc(-c4ccccc4)o3)c2c1,17,6%,-1%,-1%,9,-6%,x,i,10%,
O=C(CCS(=O)(=O)c1ccc(Br)s1)NCc1ccc2c(c1)OCO2,8,10%,-7%,2%,3,28%,9%,i,4%,
Cc1ccc2nc(SCC(=O)NC(=O)NCc3ccco3)[nH]c2c1,15,3%,-7%,-2%,0,-6%,10%,i,-2%,
CC1CCCC(C)N1C(=O)CSc1nnc(-c2cccs2)o1 (stereo not drawn),0,3%,-10%,-7%,9,-5%,x,i,-12%,Spn PMK inh pilot replicates=0.0;Spn MK inh pilot replicates=0.0;Spn DPM-DC inh pilot screen %=0.0
O=C(Cn1ncc2c(=O)oc3ccccc3c21)NC1CC1,10,4%,-2%,-4%,3,-1%,x,i,0%,
CCCn1c(CCc2ccccc2)nnc1SCC(=O)N1CCCC1,0,-5%,-14%,3%,8,7%,-5%,i,-12%,
CCOC(=O)c1ccc(-c2nnc(-c3ccc(Cl)cc3Cl)o2)cc1,8,-4%,-28%,1%,4,-9%,x,i,-10%,
COc1ccc(C(=O)Nc2cc3c(cc2C#N)OCO3)cc1S(=O)(=O)NCc1ccco1,0,2%,-8%,3%,1,10%,-2%,i,-13%,
O=c1cc(O)c2c(=O)n3c4c(cccc4c2o1)CCC3,14,9%,4%,2%,8,1%,0%,i,18%,
CCOc1ccc(C(=O)Nc2nnn(CC)n2)cc1,19,6%,-2%,1%,11,0%,-18%,i,0%,
CCNS(=O)(=O)c1ccc(OC)c(C)c1,6,10%,4%,-4%,8,0%,11%,i,2%,
Cc1ccc(CNC(=O)c2cccc(OCc3c(C)noc3C)c2)cc1,12,4%,6%,5%,1,-9%,x,i,9%,
CCOC(=O)CN1CC23C=CC(O2)C(C(=O)Nc2cc(OC)ccc2OC)C3C1=O (stereo not drawn),2,3%,-2%,6%,5,-6%,8%,i,-2%,
COc1cccc(OC)c1OCCCCCc1c(C)n[nH]c1C,15,-8%,-3%,-6%,13,-10%,9%,i,-9%,
O=C1c2ccccc2C(=O)N1CSc1ncccn1,10,10%,-3%,-9%,7,3%,1%,i,-12%,
Cc1nn2c(-c3cccc(NC(=O)c4ccco4)c3)nnc2c2ccccc12,3,x,x,x,4,-4%,12%,i,x,
O=C(c1ccc(COc2ccccc2Br)o1)N1CCCCCC1,8,6%,6%,-1%,1,-5%,10%,i,2%,
CCC(=O)N1CCc2cc(Br)cc(S(=O)(=O)N3CCN(C(=O)c4ccco4)CC3)c21,13,8%,4%,2%,3,-3%,x,i,4%,
COc1ccc(C2C(C(=O)N3CCCC3)CC(=O)N2c2ccc(OC)cc2)cc1 (stereo not drawn),0,4%,3%,-3%,9,-8%,1%,i,2%,
Cc1ccc(Cn2nnc3c(=O)n(CC(=O)NCc4ccco4)cnc32)cc1,17,x,x,x,6,-4%,25%,i,x,
COc1cccc(-c2nc(CS(=O)(=O)CC(=O)NCc3ccccc3OC)c(C)o2)c1,1,2%,-1%,-6%,12,-3%,-1%,i,-4%,
COc1ccc(S(=O)(=O)NCCCN2CCOCC2)c2ccccc12,6,11%,6%,-5%,9,8%,5%,i,2%,Spn PMK inh pilot replicates=1.0;Spn MK inh pilot replicates=3.0;Spn DPM-DC inh pilot screen %=1.5
Cc1ccc(-c2nc3nc4ccccc4nc3n2Cc2ccco2)cc1,13,9%,1%,-2%,10,-1%,12%,i,-5%,
COc1nc(/C(N)=N/O)nc(N2CCCCC2)n1,1,6%,-11%,4%,2,1%,8%,i,-10%,
CCOC(=O)c1sc2nc(C)cc(C)c2c1N,8,6%,-14%,-3%,6,6%,-1%,x,-14%,Spn PMK inh pilot replicates=2.5;Spn MK inh pilot replicates=0.0
COc1cc(OC)cc(C(=O)N2CCN(c3ccccc3F)CC2)c1,17,7%,10%,-4%,0,4%,-6%,i,2%,
COc1ccccc1C1(CC(=O)O)CCOC(C)(C)C1 (stereo not drawn),6,-2%,-10%,0%,6,8%,5%,i,-13%,
CSc1ncccc1C(=O)OCC(=O)NC1CCS(=O)(=O)C1 (stereo not drawn),15,13%,-11%,-1%,4,0%,-2%,i,1%,
Cc1ccc(/C=C/C2=Cc3c(sc(NC(=O)CSc4n[nH]c(N)n4)c3C#N)C(C)(C)C2)o1,12,8%,7.5µM*,25%,10,7%,2%,i,7.2µM*,
CN(C)c1nc(OCCNC(=O)Nc2ccccc2)nc(N(C)C)n1,3,1%,-2%,-7%,2,-3%,25%,x,5%,
O=C(O)CCn1c(=O)c2ccccc2c2ccccc2c1=O,13,8%,-4%,2%,4,2%,-2%,i,-12%,Spn PMK inh pilot replicates=0.5;Spn MK inh pilot replicates=0.0;Spn DPM-DC inh pilot screen %=0.0
Cc1oc(-c2ccccc2F)nc1CSCC(=O)NCc1ccc2c(c1)OCO2,5,x,x,x,0,-4%,x,i,x,
O=C(N1CCOCC1)N1CCN(S(=O)(=O)N2CCCCC2)CC1,9,11%,1%,1%,8,-5%,11%,i,-4%,
CN1CCN(c2ccc(NC(=O)COc3ccccc3Cl)cc2)CC1,0,3%,-19%,1%,6,x,15%,i,-9%,
CC(C)CC1NC(=O)N(CC(=O)N2CCN(S(=O)(=O)c3ccc(Cl)cc3)CC2)C1=O (stereo not drawn),6,12%,-20%,-8%,0,11%,x,i,-12%,Spn PMK inh pilot replicates=4.0;Spn MK inh pilot replicates=2.5;Spn DPM-DC inh pilot screen %=0.0
CCOC(=O)CNC(=O)Cn1cnc2c(nnn2-c2ccc(C)cc2)c1=O,11,2%,-10%,-4%,11,4%,-3%,i,0%,
N#Cc1cccc(-n2nnnc2-c2ccccn2)c1,0,9%,8%,0%,3,9%,x,i,8%,
# Next structures:
SMILES,Spn PMK inh,Alkaline phosphatase,HPDE-C7 cytotoxicity,Bfl-1 inhibitors,Spn MK inh,HT1080 cytotoxicity,LYP phosphatase,Spn DPM-DC inh,KRASV12 cytotoxicity,others
COc1cc(OC)c(C(=O)NC2CCCCCC2)cc1OC,2,8%,6%,-2%,6,-9%,x,i,12%,
OCCNc1nc(C2CC2)nc2c1nnn2Cc1ccccc1Cl,16,9%,-9%,6%,5,-18%,18%,i,-15%,
Cc1ccc(C)c(C(=O)CCC(=O)Nc2cccnc2)c1,13,7%,-1%,-2%,11,0%,-4%,i,-1%,
Cn1nnc(C(O)CN2CCOCC2)n1 (stereo not drawn),11,8%,-21%,-10%,5,4%,-2%,i,-10%,
CN(C)CCNC(=O)Cn1nc(-c2ccc(Cl)cc2)ccc1=O,15,2%,0%,-5%,0,8%,8%,i,-4%,
CCOP1(=O)C=C(C(C)(C)C)OC1c1ccc(F)cc1 (stereo not drawn),8,17%,x,4%,8,-2%,12%,i,x,

# A draw from above in order of formula weight, descending:
SMILES,Spn PMK inh,Alkaline phosphatase,HPDE-C7 cytotoxicity,Bfl-1 inhibitors,Spn MK inh,HT1080 cytotoxicity,LYP phosphatase,Spn DPM-DC inh,KRASV12 cytotoxicity,others
CSCC[C@H](NC(=O)C1CCN(S(=O)(=O)c2ccc(C)cc2)CC1)C(=O)NCc1ccco1,6,4%,-32%,-1%,10,-9%,0%,i,-30%,
O=C(CCS(=O)(=O)c1ccc(Br)s1)NCc1ccc2c(c1)OCO2,8,10%,-7%,2%,3,28%,9%,i,4%,
COc1cccc(OC)c1OCCCCCc1c(C)n[nH]c1C,15,-8%,-3%,-6%,13,-10%,9%,i,-9%,
